MCF10A rerep = induces DNA re-replication in MCF 10a normal breast cells; Potency, µM (highest dose often 46.1 µM), for the others: at the highest dose activity, positive = re-replication, most hits filed as activators; MCF 10A DNA re-replication, Hoechst nuclear intensity, 48 h; hit rate 2.9% among 350,000; note: potency is the fitted concentration of half-maximal effect; % of control where 0% means no effect; nearly all actives have a fitted effect of over 50% in size
IL-1B inflam inh = inflammasome signaling inhibition, IL-1 beta readout; hit rate 4.7% among 360,000; activity change, % at 57.5 µM; THP-1 LPS/ATP IL-1B secretion, AlphaLISA, 16 h; hits give low values; in the data active = activity change below about -50%; inconclusive = mostly about -30% to -49%; note: % is set by controls: 0 for no effect and ±100 for the full control effect
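THP-1 cells pretreated 1 hr with compounds (up to 57.5 uM final), then stimulated with LPS (250 ng/mL final) plus ATP (1.25 mM final); secreted IL-1B measured by AlphaLISA after 16 hr, decreased signal indicating inhibition.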
A549 tox = counter-screen for Nrf2 inhibitors: cytotoxicity in A549 cells | hit rate 0.16% among 390,000 | Potency, µM (titrated, usually from 46 µM), for the others: at the top dose activity change, negative = cytotoxicity, hits mostly inhibitors | A549 ARE-Fluc cells, CellTiter-Fluor viability, 18-24 h; note: potency is the fitted concentration of half-maximal effect; % is set by controls: 0 for no effect and ±100 for the full control effect
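Cytotoxicity counterscreen: CellTiter-Fluor fluorescence was measured in A549 ARE_Fluc cells after 18-24 h of compound exposure in a concentration series. The subsequent BugLite luminescent read reports ARE-luciferase activity.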
HepG2 viability = counter-screen for TGF-b inhibitors: cytotoxicity in HepG2 cells; HepG2 CAGA-GFP viability, ATP luminescence, 18 h; hit rate 0.76% among 410,000; Potency, µM (doses to about 46.1 µM), for inactives: top-dose activity change, negative = cytotoxicity, hits mostly cytotoxic; note: potency is the fitted concentration of half-maximal effect; some results filed as inactive show a strong effect at the top dose
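HepG2 CAGA-GFP cells (1000/well, DMEM with 1% FBS) received compound, then TGF-beta at 500 pg/mL final, and were incubated 18 hours at 37 degrees C. Viability was read by CellTiter-Glo luminescence. Media-only wells were set as complete cell-killing and DMSO as no toxicity.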
ATXN2 expr inh = ATXN2 expression inhibition. HEK-293 ATXN2-luciferase reporter, luminescence, 24 h. Potency, µM (doses to about 57 µM), for inactives: top-dose activity change, negative = inhibition, hits mostly inhibitors. hit rate 0.72% among 360,000. AID 1745845; note: potency is the fitted concentration of half-maximal effect; % is set by controls: 0 for no effect and ±100 for the full control effect; nearly all actives have a fitted effect of over 55% in size
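qHTS (up to 57 uM final) was run with 24 h compound exposure of reporter cells at 37 °C. Each well was multiplexed: SteadyGlo luminescence measured ATXN2-luciferase expression after a fluorogenic Gly-Phe-AFC viability readout (25 uM final).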
ATXN viability = cell viability loss in ATXN counter-screen | hit rate 0.49% among 400,000 | Potency, µM (top dose mostly 56.7 µM), most hits filed as cytotoxic | AID 651635 | S2 cells (HEK-293 line with an ATXN2-luciferase reporter) viability, CellTiter-Fluor protease fluorescence, 24 h; note: potency is the fitted concentration of half-maximal effect; nearly all actives have a fitted effect of over 40% in size
TGFb inhibitor = blocks TGF-b signaling | HepG2 CAGA-GFP TGF-b/SMAD3 reporter, GFP fluorescence, 18 h; TGF-beta stimulated, 500 pg/mL final | Potency, µM (doses to about 46.1 µM), inactives show at the top dose activity, negative = inhibition, usual class: inhibitors | hit rate 1.2% among 410,000 | AID 588855; note: potency is the fitted concentration of half-maximal effect; % is set by controls: 0 for no effect and ±100 for the full control effect; nearly all actives have a fitted effect of over 65% in size
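Read-out: total well GFP (ex488/em500-530) summed from mean per-cell fluorescence. Cells: HEPG2 CAGA-GFP, 1% FBS DMEM, 18 h at 37 degrees C with 500 pg/mL final TGF-beta. Unstimulated wells served as the full-inhibition control; stimulated DMSO wells = 0%.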
Nrf2 activator = Nrf2 pathway activation; AREc32 ARE-luciferase reporter (MCF7-derived line), luminescence, 24 h; Potency, µM (series often up to 46.1 µM), for inactives: at the highest dose activation, actives largely listed as activators; hit rate 0.31% among 410,000; AID 624171; note: potency is the fitted concentration of half-maximal effect; % of control where 0% means no effect; nearly all actives have a fitted effect of over 65% in size
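Reporter line AREc32 (ARE-Fluc), seeded overnight in OPTI-MEM with 5% FBS; compound pin-transferred, 24 hr at 37 deg C, 5% CO2; luminescent read-out.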
Nrf2 block = Nrf2 pathway inhibition; Potency, µM (series often up to 46 µM), for inactives: at the highest dose activity change, negative = inhibition, usual class: inhibitors; hit rate 2.1% among 360,000; A549 ARE-Fluc reporter, luciferase luminescence, 18-24 h; AID 504444; note: potency is the fitted concentration of half-maximal effect; % is set by controls: 0 for no effect and ±100 for the full control effect; nearly all actives have a fitted effect of over 60% in size
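A549 ARE_Fluc cells, 5000/well, 5% FBS OPTI-MEM; compounds in dose-response, 18-24 h at 37 °C/5% CO2; CellTiter-Fluor viability read (Ex 405/Em 525), then BugLite luciferase luminescence = Nrf2 activity.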
An asterisk follows results filed as active; i = inactive; ? = inconclusive; · = no result given; & = joins results of further samples; [ ] = dose if it differs, or a comment. Unless noted, calls come from the whole dose curve; as a rule, active = well fitted curve in the direction sought with a large enough effect; inconclusive = small, poorly fitted or top-dose-only effect, or another doubt; inactive = no such curve, though single readings can be large; an effect the other way counts as inactive or inconclusive.

SMILES	MCF10A rerep	IL-1B inflam inh	A549 tox	HepG2 viability	ATXN2 expr inh	ATXN viability	TGFb inhibitor	Nrf2 activator	Nrf2 block
NC(=O)C1(N2CCCCC2)CCN(C(=O)CCCn2c(=O)[nH]c3ccsc3c2=O)CC1	0%	12	-7%	-26%	-1%	i	-8%	-0.1%	2%
CC(=O)c1cccc(NC(=S)NC(=O)c2ccccc2C)c1	1%	1	2%	1%	24%	i	-6%	2.6%	23%
Cc1ccccc1CN1CCc2c(OCC(=O)N3CCCCC3)cccc2C1=O	?	?	-1%	-31%	-20%	i	?	0.7%	?
COc1ccc(CC(=O)Nc2ccc(-c3noc(-c4cc(OC)c(OC)c(OC)c4)n3)cc2)cc1	?	49	-1%	0%	-13%	i	-31%	-0.7%	·
COc1ccc2cnn(CCOc3ccccc3)c(=O)c2c1OC	0%	?	?	-1%	27%	i	-17%	-1.2%	·
COC(=O)C1C(=O)C(C(=O)c2ccccc2)C(=O)CC1(C)C (stereo unspecified)	3%	15	-24%	-3%	-3%	i	-3%	-0.3%	?
COCCn1nnnc1C(C(C)C)N1CCN(C(=O)c2ccco2)CC1 (stereo unspecified)	0%	17	-4%	14%	30%	i	-3%	-0.4%	·
O=C(O)CC1=C(Nc2ccccc2)C(=O)N(c2ccccc2)C1c1ccc(Cl)cc1 (stereo unspecified)	2%	0	12%	-42%	·	i	?	6.2%	?
CC(NC(=O)C[n+]1cccc(Br)c1)c1ccccc1 (stereo unspecified)	6%	11	-2%	1%	·	i	-6%	-0.8%	7%
CC(=O)C1=CCC(c2ccccc2)N(S(C)(=O)=O)C1 (stereo unspecified)	·	-13	·	-4%	12%	i	-8%	1.2%	·
CC1(C)CN(c2ccc(Br)cc2)C(=O)[C@H]1CC(=O)Nc1ccccc1	·	6	·	-54%	0%	i	?	2.6%	·
O=C(COC(=O)/C=C/c1cccc(Cl)c1)NCCC1=CCCCC1	11%	6	-1%	-32%	-2%	i	0%	-0.5%	-3%
O=C1C(NS(=O)(=O)c2cccs2)=C(N2CCOCC2)C(=O)c2ccccc21	-4%	10	-5%	-158%	-21%	i	?	8.2%	-23%
Cc1onc(-c2ccccc2)c1C(=O)OCC(=O)Nc1ccc(Cl)cc1	26%	0	?	-33%	-31%	i	-24%	0.3%	23µM*
Cc1ccnc2nc(C(=O)OCCOc3ccccc3)nn12	-3%	-21	-1%	2%	-2%	i	-5%	0.2%	-3%
CCc1ccc(C2=NN(CCC(=O)NC(C)c3ccc4c(c3)OCCO4)C(=O)CC2)cc1 (stereo unspecified)	2%	0	0%	-11%	5%	i	-26%	1.2%	1%
CCCNC(=O)c1ccc2c(c1)sc1nc(-c3ccc(C)cc3)cn12	·	·	12%	1%	·	·	-16%	5.7%	14%
CCOc1ccc(NC(=O)CN(C)C(=O)c2ccccc2CCc2ccccc2)cc1OCC	?	-14	-13%	-7%	?	i	2%	2.3%	16%
O=C(NNC(=O)C1CC1)c1ccc(-c2ccccc2)cc1	-5%	-6	-6%	-2%	28%	i	-10%	-0.6%	-19%
COc1ccc(-c2c(C)nn3c(NC4CCCC4)cc(C)nc23)cc1OC	-3%	-4	-11%	-36%	·	?	-30%	6.3%	?
CCc1nc2ccc(C(=O)NCCOc3ccc(OC)cc3)cn2c1N(CCC(C)C)CCN(C)C	·	-64*	·	-23%	-66%	i	10%	2.3%[9.22 µM]	·
Cc1ccc(NC(=O)/C=C/c2ccc(Cl)cc2)nc1	-4%	-14	-9%	2%	31%[11.3 µM]	i	19%	2.2%	?
O=C(CNC(=O)N1CC(=O)Nc2ccccc21)NCc1ccc(F)cc1	·	12	·	-10%	·	i	?	0.2%	·
CCN(CC)S(=O)(=O)c1cc(NC(=O)CO/N=C(\N)c2ccccc2Cl)ccc1C	-2%	0	-1%	-7%	10%	i	-1%	0.0%	-8%
O=Cc1ccc(-n2nncc2-c2ccc([N+](=O)[O-])cc2)cc1	-5%	12	-8%	-3%	-23%[11.3 µM]	i	13%	0.0%	-9%
Cc1cc(C(=O)N2CCCC(N3CCN(c4cccc(Cl)c4)CC3)C2)nn1C (stereo unspecified)	14%	0	1%	-1%	10%	i	1%	-0.9%	17%
Cn1c(=O)n(CCC(=O)O)c2ccccc21	-5%	7	11%	-15%	-7%	i	9%	0.0%	10%
O=C(COC(=O)c1nc(Cl)ccc1Cl)NCc1ccc(Cl)cc1Cl	0%	5	8%	-1%	0%	i	-14%	-0.6%	5%
COc1ccc(OC)c(NC(=O)CSc2cn(CC(=O)N3CCOCC3)c3ccccc23)c1	·	·	1%	-25%	·	·	0%	1.2%	19%
CCOC(=O)[C@H]1[C@H]2COc3ccccc3[C@@H]2N2C(=O)c3cc(C)ccc3NC(=O)[C@@]12C	21%	-14	0%	4%	22%	i	12%	0.6%	0%
COc1ccc(C(=O)CC(=O)c2ccc(C)cc2)c(O)c1	-14%	-21	13%	-20%	29%	i	-9%	0.6%[9.22 µM]	5%
O=C1NC(=O)C(CC(=O)N(Cc2ccco2)C2(C(=O)NC3CCCCC3)CCCCC2)N1 (stereo unspecified)	13%	?	-13%	-25%	3%	i	7%	-0.2%	-20%
NC(=O)CC(NC(=O)c1ccc(Br)cc1)c1ccc(NCCc2ccc(F)cc2)c([N+](=O)[O-])c1 (stereo unspecified)	30%	14	?	-36%	-33%	?	-16%	0.8%	?
Cc1nc(NC(=O)CN2CC(C)OC(C)C2)sc1C(=O)N(C)C (stereo unspecified)	-2%	10	1%	-29%	3%	i	10%	-0.9%	6%
O=C(CN(c1cccc(C(F)(F)F)c1)S(=O)(=O)c1ccc(Cl)c([N+](=O)[O-])c1)NCc1ccc(F)cc1	2.9µM*	-99*	-14%	-47%	?	32µM*	?	?	-23%
CN(C)C(=O)c1ccc2c(c1)C1C3CCC(C3)C1C(c1ccccc1)N2 (stereo unspecified)	?	1	9%	-28%	·	?	?	3.6%	1%
C[C@@]12C(=O)Nc3ccccc3C(=O)N1[C@H]1c3cc(Cl)ccc3OC[C@@H]1[C@@H]2c1ccccc1	7.3µM*	?	-1%	-14%	-29%	i	-15%	0.1%	?
Cc1nn(CCC#N)c(NC(=O)c2ccc(Cl)cc2)c1P(=O)(Nc1ccc([N+](=O)[O-])cc1)N1CCOCC1 (stereo unspecified)	-1%	13	·	-16%	-3%	i	-8%	0.3%	1%
Cc1cc2ncn(C(=O)c3c(-c4ccccc4Cl)noc3C)c2cc1C	3%	37	-8%	-8%	-4%	i	-4%	2.9%	-23%
CCCCC(CC)COC(=O)C(C#N)=C(c1ccccc1)c1ccccc1 (stereo unspecified)	20%&16%	8	10%	-7%	-8%&-7%&-9%	i	1%	-0.9%	-14%
COCCNC(=O)CN(C(=O)c1ccc(N2CCCC2)nc1)c1ccccc1	1%	-15	2%	-1%	-8%[11.3 µM]	i	-4%	-0.6%	2%
CN(C)S(=O)(=O)Oc1ccc(C(=O)Nc2ccc([N+](=O)[O-])cc2)cc1	7%	4	-2%	-8%	·	i	-23%	-0.1%	?
COc1cc(C2C(C(=O)Nc3ccc(C)cc3C)=C(C)Nc3nc4ccccc4n32)cc(OC)c1OC (stereo unspecified)	·	·	-1%	-3%	6%	i	-14%	-0.6%	16%
CCCC(=O)c1ccc(N2CCCC2)c(F)c1	13%	18	-6%	-13%	36%[activator]	i	-18%	2.4%	?
O=C(CCN1C(=O)/C(=C/c2ccco2)SC1=S)Nc1ccc(C(=O)O)c(O)c1	-1%	-4	-13%	-3%	-1%	?	14%	2.0%	-1%
CCOC(=O)c1cnc2cc(C)nn2c1C	3%	6	-2%	17%	-12%	i	16%	-0.4%	4%
C#CCOCCOCCOCCNc1nc(N2CCN(C(=O)CCCCCCCCCCNC(=O)[C@@H](CCSC)n3cc(CCO)nn3)CC2)nc(N2CCN(C(=O)CCCCCCCCCCNC(=O)[C@H](CO)n3cc(CCCCCN)nn3)CC2)n1	-6%	-82*	?	-29%	0%	?	?	-2.4%	?
C=C(CCO)C1=CCN(S(=O)(=O)C(C)(C)C)[C@@H]1CCO	-6%	15	-1%	4%	5%	i	0%	-0.7%	8%
CCC1CCCCN1S(=O)(=O)c1ccccc1 (stereo unspecified)	9%	17	1%	-19%	-1%	i	-19%	-0.5%	-17%
Cc1onc(-c2c(Cl)cccc2Cl)c1NC(=O)NNc1ccccn1	0%	27	-1%	-9%	·	·	-5%	0.8%	0%
COc1ccc(/C=C(/NC(=O)c2ccco2)C(=O)N2CCOCC2)cc1	1%	26	5%	5%	-5%	i	-23%	0.9%	14%
CCOc1ccccc1C1CC(=O)Nc2cc3c(cc21)OCO3 (stereo unspecified)	-2%	13	-10%	-6%	·	·	-9%	-0.7%	-4%
O=C(c1ccc(-n2c(SCc3cc(F)ccc3F)nc3ccccc3c2=O)cc1)N1CCOCC1	10%	5	5%	-2%	3%	·	1%	-0.5%	1%
O=C(NCC1CCCO1)C(c1ccc(F)cc1)N(C(=O)Cn1nnc(-c2ccc(F)cc2)n1)c1cccc(O)c1 (stereo unspecified)	15%	-17	-14%	1%	-18%	i	-21%	-0.3%	-23%

Copied from the list:
TGFb inhibitor, CCOC(=O)c1cnc2cc(C)nn2c1C = 16%
Nrf2 activator, CN(C)S(=O)(=O)Oc1ccc(C(=O)Nc2ccc([N+](=O)[O-])cc2)cc1 = -0.1%
TGFb inhibitor, COCCNC(=O)CN(C(=O)c1ccc(N2CCCC2)nc1)c1ccccc1 = -4%

High-throughput results (PubChem)
